High-throughput results as filed in PubChem.
GBA enhancer – glucocerebrosidase activity enhancement; L444P Gaucher fibroblasts, 4-MU-glucoside fluorescence, 3 days; P04062; AID 784; activation, % at 10 µM; hit rate 0.44% among 30,000; in the data active = activation above about 65%;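 note: 0% = vehicle wells and 100% = positive control wells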
Target sequence (P04062 whole entry L483P): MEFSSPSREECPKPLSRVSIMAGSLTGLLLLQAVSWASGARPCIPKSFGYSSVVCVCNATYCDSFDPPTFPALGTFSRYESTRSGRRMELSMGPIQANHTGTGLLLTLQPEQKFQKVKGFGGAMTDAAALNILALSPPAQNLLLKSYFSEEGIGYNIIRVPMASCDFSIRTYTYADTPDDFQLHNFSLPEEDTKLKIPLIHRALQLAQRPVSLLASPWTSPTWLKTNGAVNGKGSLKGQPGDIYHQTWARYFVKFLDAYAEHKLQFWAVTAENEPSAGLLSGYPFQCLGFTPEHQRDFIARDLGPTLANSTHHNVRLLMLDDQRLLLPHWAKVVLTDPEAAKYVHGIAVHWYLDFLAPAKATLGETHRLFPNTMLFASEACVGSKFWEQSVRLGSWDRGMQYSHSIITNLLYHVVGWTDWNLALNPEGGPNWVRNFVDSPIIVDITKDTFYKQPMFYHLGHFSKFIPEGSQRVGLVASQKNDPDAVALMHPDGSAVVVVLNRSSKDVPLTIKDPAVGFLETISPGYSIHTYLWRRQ
Active calls of the source: *.

SMILES	GBA enhancer
O=C1C2CCCN2C(c2ccccc2)N1c1nccs1 (stereo unspecified)	-16
O=C(CN1C(=O)NC2(CCCCCC2)C1=O)N1CCC(Cc2ccccc2)CC1	-17
CCOC(=O)C1CCCN(C(=O)c2ccc3c(c2)NC(=O)C(N2CCOCC2)S3)C1 (stereo unspecified)	-8
N=c1n(CCO)c2ccccc2n1Cc1ccccc1Cl	-2
COC(=O)CSc1nnc(-c2ccc(S(=O)(=O)N3CCC(C)CC3)cc2)o1	-6
Cn1cccc1-c1nc2ccc(NC(=O)c3cccs3)cc2[nH]1	-11
Cc1cccc(N(C(=O)CNC(=O)c2ccco2)C(C(=O)NC2CCCC2)c2cccnc2)c1 (stereo unspecified)	-12
c1cc(-c2noc(-c3ccc4c(c3)OCO4)n2)ccn1	6
O=C(NCCCCCNC(=O)c1ccco1)c1ccco1	-54
CCc1ccc2[nH]c(=O)c(CN(Cc3ccco3)S(=O)(=O)c3ccc4c(c3)OCCO4)cc2c1	-37
COc1ccc(OC)c(CNC(=O)COc2cc(=O)n(C)c3ccccc23)c1	-44
CCOC(=O)c1cnc(SCC(=O)Nc2ccc3c(c2)OCCO3)nc1N	-1
O=c1c2cccnc2[nH]c(=S)n1CCCN1CCN(c2ccc(F)cc2)CC1	-15
Cc1ccc(-c2csc3nc(C)n(-n4c(C)ccc4C)c(=O)c23)o1	-17
N#Cc1ccccc1NC(=O)Nc1cccs1	-38
CCS(=O)(=O)N1CCN(c2cccc(C)c2C)CC1	-6
CCSc1nc2n(n1)C(c1cccc(F)c1)C1=C(CCCC1=O)N2 (stereo unspecified)	-44
Cc1noc2nc(-c3cccs3)cc(-c3nnc4n3CCCCC4)c12	-2
CC(C)CN1C(=O)NC(NC(=O)c2cccs2)(C(F)(F)F)C1=O (stereo unspecified)	-25
Cc1[nH]c(=O)[nH]c1CN1CCCCC1	-7
COc1cc(OC)cc(C(=O)N(Cc2cc3cc(C)ccc3[nH]c2=O)C(C)C)c1	-8
O=C(NCC(c1ccc(F)cc1)N1CCOCC1)c1ccc(Br)o1 (stereo unspecified)	-12
CCCc1c(CC)c(=N)c2ccccc2n1C	-45
CCN1C(=O)C(C(=O)NC(C)c2ccccc2)C2CC1(C)Oc1ccccc12 (stereo unspecified)	-7
CC(C)C(c1nnnn1Cc1ccco1)N1CCN(c2cccc(Cl)c2)CC1 (stereo unspecified)	-29
CCCCn1c(CCNC(=O)c2cccs2)nc2ccccc21	-13
COc1ccc(CCNC(=O)Cn2cnc3c(nnn3Cc3ccc(C)cc3)c2=O)cc1OC	6
Nc1nc(NC(=O)CCCC(=O)O)nn1-c1ccccc1	-16
COc1ccc(CNS(=O)(=O)c2ccc(OC)cc2)cc1	-36
O=C(OCC(=O)N(C1CCCCC1)C1CCCCC1)c1ccncc1	-40
Cc1cc(S(=O)(=O)NC2CCCCC2)c(C)s1	3
CCOC(=O)Cc1csc(NC(=O)COc2ccccc2)n1	12
O=C(CCSc1nc(-c2ccco2)cc(C(F)(F)F)n1)NCc1ccccn1	-27
NC(=O)CN1CCCN(S(=O)(=O)c2ccc(Br)cc2)CC1	-9
CN(C)CCC(=O)c1ccc2c(c1)OCO2	-28
Cn1cnc2c1c(=O)n(Cc1c(Cl)cccc1Cl)c(=O)n2C	-10
CCCN(CCC)C(=O)Cn1ccc(=N)c2ccccc21	-2
Cc1sc(NC(=O)c2ccco2)c(CN2CCN(c3ccccn3)CC2)c1C	11
CCOCC(=O)Nc1nnc(COc2ccc(Cl)cc2)s1	-26
COc1cc(NC(=O)CN2C(=O)c3ccccc3S2(=O)=O)c(OC)cc1Cl	-2
Cc1sc2nc(CN3CCOCC3)nc(N3CCC(C(N)=O)CC3)c2c1C	7
CCOC(=O)C(C)On1c(SC(C)C(=O)OCC)nc2ccccc2c1=O (stereo unspecified)	-22
Cc1ccc2[nH]c(=O)c(-c3noc(-c4ccncc4)n3)cc2c1	10
COc1cccc(OC)c1C(=O)Nc1ccccc1N1CCCC1	-12
O=C1c2ccccc2S(=O)(=O)N1CC(O)Cn1ccc2ccccc21 (stereo unspecified)	-49
Cn1c(Cc2ccccc2)nnc1SCC(=O)NC1CCCCC1	-2
Cc1cccc(C)c1NC(=O)Cn1c(=O)n(CCCC(=O)NCc2ccco2)c(=O)c2sccc21	0
Cc1ccc(NC(=O)COc2ccc3oc4c(c3c2)CCCC4)nc1	2
CCn1c(SCC(=O)NCc2ccc3c(c2)OCO3)nnc1-c1cccs1	-11
Cc1cc(C(=O)COC(=O)CN(C)S(=O)(=O)c2ccc(Cl)cc2)c(C)n1Cc1cccs1	5
COc1ccc(Cl)cc1NC(=O)N1CCN(C2CCCCC2)CC1	-4
CCc1nc2oc(C(=O)c3ccccc3)c(N)c2c2c1COC(C)(C)C2	-22
Cc1nc2ccccc2c(=O)n1NCc1cccs1	-20
COc1ccc(C(=O)NCC(=O)Nc2ccccc2)cc1OC	-1
CCn1c(=O)c2c(nc3n2CCCN3CCc2ccccc2)n(C)c1=O	6
CCOC(=O)Nc1nc(C)c(C(=O)N(C)C)s1	-5
O=C(NCCC1=CCCCC1)C1CCN(S(=O)(=O)N2CCOCC2)CC1	-13
Cc1c(O)ccc2c3c(c(=O)oc12)CCC(C)C3 (stereo unspecified)	-4
Cn1c(=O)[nH]c(=O)c2c1nc(Br)n2Cc1ccccc1Cl	-10
COCCCn1cnc2c(c1=O)c1nc3ccccc3nc1n2-c1ccc(C)cc1	22

Filtered by structure, the entries above with a CF3 group
SMILES	GBA enhancer
CC(C)CN1C(=O)NC(NC(=O)c2cccs2)(C(F)(F)F)C1=O (stereo unspecified)	-25
O=C(CCSc1nc(-c2ccco2)cc(C(F)(F)F)n1)NCc1ccccn1	-27

Next part.
SMILES	GBA enhancer
Cc1cc(C(=O)NCc2ccco2)cs1	-4
Cc1cccc(C)c1NC1=NC2(CCCCC2)N=C(N)N1	-14
c1coc(C2Nc3ccccc3-c3nc4ccccc4n32)c1 (stereo unspecified)	-9
C=CCn1c(SC/C=C/c2ccccc2)nnc1-c1sc(N)nc1C	-6
CCC(C)OC(=O)C1=C(C)NC2=C(C(=O)C(C(=O)OC)C(C)C2)C1c1ccc(N(C)C)cc1 (stereo unspecified)	-21
CCCCOC(=O)Nc1ccc(N2CCCCC2)cc1	-4
CCCn1c(SCC(=O)NC(=O)NCc2ccco2)n[nH]c1=O	-5
COc1ccccc1NC(=O)C1CCCCC1	-1
c1ccc2c(c1)oc1c(NCc3ccc4c(c3)OCO4)ncnc12	-15
FC(F)(F)COc1nc(N2CCCCC2)nc(N2CCNCC2)n1	-14
Cc1cc(C)n(-c2ccc(-n3ccnc3)nn2)n1	5
CCOC(=O)CSC1=C(C#N)C(c2ccccc2F)C(C(C)=O)=C(C)N1 (stereo unspecified)	0
COc1ccc(NC(=O)Cn2nnc(-c3ccccc3NC(=O)C3CC3)n2)cc1	-30
CCc1nc2oc3ccccc3c(=O)c2c(=O)n1-c1ccccc1	4
CC(CCc1ccco1)NC(=O)CSc1cc(=O)n(C)c2ccccc12 (stereo unspecified)	-1

Five entries out of the list, sorted by number of heavy atoms, descending.
SMILES	GBA enhancer
CC(CCc1ccco1)NC(=O)CSc1cc(=O)n(C)c2ccccc12 (stereo unspecified)	-1
C=CCn1c(SC/C=C/c2ccccc2)nnc1-c1sc(N)nc1C	-6
FC(F)(F)COc1nc(N2CCCCC2)nc(N2CCNCC2)n1	-14
Cc1cccc(C)c1NC1=NC2(CCCCC2)N=C(N)N1	-14
CCCCOC(=O)Nc1ccc(N2CCCCC2)cc1	-4

Continuation:
SMILES	GBA enhancer
CCc1noc(C)c1C(=O)N1CCOCC1	-41
CCNc1oc(COc2cccc(C)c2)nc1C#N	2
COCCn1nnnc1CN(Cc1cc2cc(OC)c(OC)cc2[nH]c1=O)C1CCCC1	-6
CCOc1cc(NC(=O)C2CC2)c(OCC)cc1NC(=O)c1cccnc1	-24
O=C(CN1C(=O)C2CCCN2C(=O)c2ccccc21)Nc1ccccc1-n1cccc1 (stereo unspecified)	0
O=C(CCCCC(=O)N1CCN(c2ccccc2)CC1)N1CCN(c2ccccc2)CC1	-24
COc1ccc(C)cc1NC(=O)c1ccc(N(C)S(C)(=O)=O)cc1	5
CCc1ccccc1N1C(=O)C2CC(C)=C(C)CC2C1=O (stereo unspecified)	1
CCOc1ccc(-c2cc(C(=O)NCCCN3CCN(CC)CC3)c3ccccc3n2)cc1	-24
COC(=O)c1sc(NC(=O)COc2ccccc2)nc1C	-15
COc1ccc(N2CCN(c3nc(=S)n(-c4ccccc4)c(C)c3C(C)=O)CC2)cc1	-1
CC1CN(Cc2nc3c(c(=O)[nH]c(=O)n3C)n2CCCc2ccccc2)CC(C)O1 (stereo unspecified)	-5
COc1ccc2nc(N3CCCC3)[nH]c2c1	18
Cc1cc2nnc(SC(C)C#N)n2c2ccccc12 (stereo unspecified)	-10
CC(C)(C)c1ccc(C(O)CCCN2CCC(C(O)(c3ccccc3)c3ccccc3)CC2)cc1 (stereo unspecified)	-44

5 of the compounds above, as a markdown table.
| SMILES | GBA enhancer |
| --- | --- |
| CCc1ccccc1N1C(=O)C2CC(C)=C(C)CC2C1=O (stereo unspecified) | 1 |
| CCOc1ccc(-c2cc(C(=O)NCCCN3CCN(CC)CC3)c3ccccc3n2)cc1 | -24 |
| COC(=O)c1sc(NC(=O)COc2ccccc2)nc1C | -15 |
| COc1ccc(N2CCN(c3nc(=S)n(-c4ccccc4)c(C)c3C(C)=O)CC2)cc1 | -1 |
| CC1CN(Cc2nc3c(c(=O)[nH]c(=O)n3C)n2CCCc2ccccc2)CC(C)O1 (stereo unspecified) | -5 |

(list continues)
SMILES	GBA enhancer
O=C(CSCc1n[nH]c(=O)[nH]1)NCCOc1cccc(Oc2ccccc2)c1	0
CC(Oc1ccc(C(=O)NC2CCCCC2)cc1)C(=O)O (stereo unspecified)	-14
CS(=O)(=O)N1CCCC(c2nc(-c3ccc(S(=O)(=O)NCc4ccccc4)cc3)no2)C1 (stereo unspecified)	-55
Cc1ccc(Cn2c(Sc3ncccn3)nc3c2c(=O)[nH]c(=O)n3C)cc1	-24
COc1ccc(OCC(=O)NC2CC(C)(C)NC(C)(C)C2)cc1	-14
Cc1conc1NC(c1cccs1)c1ccc2cccnc2c1O (stereo unspecified)	-15
Fc1ccccc1N1CCN(c2ncnc3[nH]ncc23)CC1	-14
CCn1cc(C(=O)OCC(=O)Nc2c(C)n(C)n(-c3ccccc3)c2=O)c(=O)c2ccc(C)nc21	-7
COC(=O)c1c(C)oc2ccc(NS(=O)(=O)c3cc(OC)ccc3OC)cc12	-15
CC(C)(C)OC(=O)N1CCC(C(=O)N2CCCCCC2)CC1	-14
OC1(c2ccccc2F)CCN(Cc2nnc(-c3ccccc3)o2)CC1	-20
Cc1ccccc1-n1nc(C(=O)O)c(C)c(C#N)c1=O	-43
Cc1ccc2nc(C3CCN(CC(=O)N4CCCCCC4)CC3)[nH]c2c1	48
CN(c1ccccc1)S(=O)(=O)c1ccc(C(=O)OCC(=O)NCc2ccco2)cc1	1
CCN(CC)c1ccc(NC(=O)CSc2nc3ccccc3c(=O)[nH]2)cc1	-2
COc1ccc(N(C(=O)c2ccc(Br)o2)C2C=CS(=O)(=O)C2)cc1 (stereo unspecified)	9
CCC(=O)Nc1ccc2nc(C)n(CC(=O)Nc3ccccc3)c(=O)c2c1	-14
O=C(Cc1cccs1)NCc1ccccc1	1
O=C(c1ccco1)c1cn(CC(=O)N2CCCCC2)c2ccccc12	-36
CC(C)(C)c1ccc(C(=O)CSc2ncn[nH]2)cc1	-15
Fc1ccc(Br)cc1C1C=C(c2ccc(Br)s2)Nc2ncnn21 (stereo unspecified)	-13
CCc1cc2ccccc2nc1SCC(=O)N1CCN(C(=O)c2ccco2)CC1	4
COC(=O)c1ccc(NC(=O)C2CCCN2S(=O)(=O)c2ccc(OC)cc2)cc1 (stereo unspecified)	-20
CCn1c(-c2cccc(Br)c2)n[nH]c1=S	1
CCOC(=O)N1CCC(NS(=O)(=O)c2cc3c(cc2C)NC(=O)CO3)CC1	-7
CCN(CCO)C(=O)CC(c1ccccc1)c1cc(Br)ccc1O (stereo unspecified)	-10
COCCn1c(CN(Cc2ccccc2)Cc2ccccc2)nc2c1c(=O)n(C)c(=O)n2C	4
CSc1cccc(NC(=O)c2nnn(Cc3ccccc3)c2N)c1	-1
NC(=NC(=O)c1ccccc1)C1=C(O)CCC1=O	0
O=C(Nc1sc2c(c1C(=O)NC1CC1)CCCCCC2)c1ccco1	-2
CC(O)CNc1nc2ccccc2n1-c1ncnc2sc3c(c12)CCC3 (stereo unspecified)	-23
COC(=O)c1cccc(CSc2nnc(-c3ccco3)n2-c2ccccc2)c1	-33
CCC1(C)Nc2ccccc2C(=O)N1O (stereo unspecified)	5
COc1ccc(OC)c(C2=Nn3c(nnc3-c3cc(OC)c(OC)c(OC)c3)SC2)c1	-28
N#CC(C(=O)NC1CCCCC1)c1nc2ccccc2nc1N1CCCCC1 (stereo unspecified)	-12
Cc1ccc(S(=O)(=O)N2CCCN(S(=O)(=O)C3CCS(=O)(=O)C3)CC2)cc1 (stereo unspecified)	-15
Cc1ccnc(N2CCN(C(=O)CSc3nc4ccccc4nc3N3CCCCC3)CC2)c1	2
C=CCn1c(Cc2cccs2)nnc1SCC(=O)c1ccc(F)cc1	-7
O=C(NCCN1CCOCC1)Nc1ccc(Cl)cc1	-2
Cc1ccc2[nH]c(=O)c(CN(CCCO)S(=O)(=O)c3cccc4nsnc34)cc2c1	-2
O=C(CN1C(=O)C2C3C=CC(C3)C2C1=O)Nc1ccc2c(c1)OCCO2 (stereo unspecified)	-12
COc1ccc(OC)c(-n2nnnc2SCC(=O)Nc2ccc(C(=O)N3CCCCC3)cc2)c1	-8
Cc1nc(N)sc1-c1nnc(SCC(=O)Nc2nccs2)n1C	-19
O=C1CSC(c2cn(-c3ccccc3)nc2-c2cccs2)N1CC1CCCO1 (stereo unspecified)	-13

This is a subset (hit frequency here may not be typical).
